From PubChem
PfGluPho inh – PfG6PD (Plasmodium falciparum) enzyme inhibition. AID 504690. hit rate 0.78% among 350,000. PfGluPho enzyme, NADPH resazurin-diaphorase fluorescence. inhibition, % at 20 µM;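 active = inhibition reaching at least a set limit at 20 µM in the primary screen, cut at about 59% in these data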;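 note: 0% = DMSO wells with substrate and 100% = DMSO wells lacking glucose-6-phosphate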
SENP8 block-1 – SENP8 protease inhibition | AID 2540 | hit rate 1.2% among 330,000 | inhibition, % at 10 µM | purified SENP8, Z-RLRGG-aminoluciferin cleavage, luminescence; in the data active = inhibition above about 50%
HKDC1 inhibitor – HKDC1 (human) hexokinase inhibition. Q2TB90. recombinant HKDC1, G6PDH/diaphorase resazurin coupled fluorescence. inhibition, % at 20 µM. hit rate 0.16% among 340,000;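 active = inhibition above about 35% when tested at 20 µM, limit read from the data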;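 note: plate controls were DMSO wells with enzyme for no effect and DMSO wells lacking enzyme for full effect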
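Material – in-house recombinant HK5 (HKDC1) enzyme · Quantity – HKDC1 at 5 µg/mL · Buffer or medium – pH 8.0 Tris buffer with 10 mM MgCl2 · Reagent – glucose with 1 mM ATP · Dosing – single 20 µM dose · Times – reaction time 90 min, room temperature, protected from light · Technique – resorufin fluorescence at 613 nm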
SENP8 block-2 – SENP8 (human) protease inhibition | Q96LD8 | recombinant SENP8, Nedd8 substrate fluorescence | inhibition, % at 20 µM | hit rate 0.64% among 360,000 | AID 602440; in the data active = inhibition mostly above about 40%, no sharp cut-off; inactive = mostly below about 27%
NLRP3 yeast inh – inhibitors of NALP3 inflammasome in yeast. Yeast reconstituted NLRP3/ASC/caspase-1, beta-gal luminescence, 24 h. hit rate 0.39% among 330,000. inhibition, % at 10 µM. AID 2825;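 active = inhibition of 50% or more; inactive = inhibition below 50%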;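 note: plate controls were induced DMSO wells for no effect and uninduced yeast grown without galactose for full effect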
SENP6 block – inhibitors of human SENP6 protease. Q9GZR1. Recombinant SENP6 catalytic domain, aminoluciferin luminescence. inhibition, % at 10 µM. hit rate 1.8% among 330,000. AID 2599;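 active = inhibition above about 50% at the single tested dose, limit read from the data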;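 note: plate controls were DMSO wells with enzyme for no effect and DMSO wells lacking enzyme for full effect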
Apaf1 inhib – inhibitors of human Apaf-1 apoptosome. reconstituted apoptosome caspase-3 activity, DEVD-Rh110 fluorescence. O14727. inhibition, % at 20 µM. hit rate 0.71% among 330,000; active = inhibition of at least 40% at 20 µM;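 note: plate controls were DMSO wells for no effect and DEVD-CHO caspase inhibitor wells for full effect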
Target sequence (O14727 whole entry, looked up): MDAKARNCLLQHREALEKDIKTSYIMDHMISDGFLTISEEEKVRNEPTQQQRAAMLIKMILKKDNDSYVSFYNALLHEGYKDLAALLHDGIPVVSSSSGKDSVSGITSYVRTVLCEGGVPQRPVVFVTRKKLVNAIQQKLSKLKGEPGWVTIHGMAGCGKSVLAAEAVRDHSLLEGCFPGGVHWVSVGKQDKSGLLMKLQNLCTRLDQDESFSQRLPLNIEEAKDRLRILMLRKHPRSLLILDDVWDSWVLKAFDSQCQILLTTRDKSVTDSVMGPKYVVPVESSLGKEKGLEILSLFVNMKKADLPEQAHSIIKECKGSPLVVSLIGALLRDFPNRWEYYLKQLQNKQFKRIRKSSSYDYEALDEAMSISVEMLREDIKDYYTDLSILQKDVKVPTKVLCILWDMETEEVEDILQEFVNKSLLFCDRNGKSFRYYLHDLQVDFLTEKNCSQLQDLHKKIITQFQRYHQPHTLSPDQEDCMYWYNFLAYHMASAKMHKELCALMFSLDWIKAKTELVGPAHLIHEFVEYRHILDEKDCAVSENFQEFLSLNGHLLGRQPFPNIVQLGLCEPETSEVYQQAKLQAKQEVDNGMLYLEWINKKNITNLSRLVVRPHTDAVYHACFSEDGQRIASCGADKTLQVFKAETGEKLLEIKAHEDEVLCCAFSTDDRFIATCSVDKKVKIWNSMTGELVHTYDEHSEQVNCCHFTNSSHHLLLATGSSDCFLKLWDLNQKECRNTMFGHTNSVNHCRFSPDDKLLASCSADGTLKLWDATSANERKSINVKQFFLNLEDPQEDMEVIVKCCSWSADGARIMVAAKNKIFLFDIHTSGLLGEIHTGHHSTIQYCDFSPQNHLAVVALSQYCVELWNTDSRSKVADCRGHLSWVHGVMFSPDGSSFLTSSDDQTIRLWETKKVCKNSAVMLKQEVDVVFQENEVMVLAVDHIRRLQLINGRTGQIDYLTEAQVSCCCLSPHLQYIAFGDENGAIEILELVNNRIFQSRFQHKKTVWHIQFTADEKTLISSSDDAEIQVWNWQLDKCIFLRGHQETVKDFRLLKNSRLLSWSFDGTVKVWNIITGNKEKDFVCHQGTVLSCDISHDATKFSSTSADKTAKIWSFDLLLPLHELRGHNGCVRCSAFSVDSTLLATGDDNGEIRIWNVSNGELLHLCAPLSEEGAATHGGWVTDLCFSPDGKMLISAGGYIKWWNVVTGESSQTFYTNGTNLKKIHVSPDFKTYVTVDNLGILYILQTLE
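Material: reconstituted apoptosome with Apaf-1, cytochrome c, caspase-9, procaspase-3, dATP. Technique: Rh110 fluorescence intensity. Buffer or medium: pH 7.5 Hepes buffer with CHAPS, BSA, DTT. Times: 30 min plus 50 min, RT.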
SENP1 FRET inh – inhibitors of human SENP1 SUMO protease catalytic domain; inhibition, % at 10 µM; AID 624204; hit rate 0.21% among 360,000; recombinant SENP1 catalytic domain, CyPet-SUMO1-YPet FRET cleavage; Q9P0U3;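 active = inhibition at least 30% at 10 µM, raw YFP signal under a set limit, fluorescence ratio 0.5 to 1.5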;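 note: 0% = enzyme with DMSO and 100% = no enzyme wells; some results filed as inactive read as strong as hits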
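System: Recombinant human SENP1 catalytic domain, His6-tagged | Incubation: Enzyme reaction for 50 min at room temperature, dark | Medium: Tris pH 8 with BME, BSA, NP40 and catalase | Also added: 25 nM SUMO1 FRET substrate | Compound: 10 µM single point, 0.5% DMSO | Measured by: FRET fluorescence in CFP and YFP emission channels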
SENP7 inh – blocks the human protease SENP7; Q9BQF6; recombinant SENP7, Z-RLRGG-aminoluciferin luminescence, 40 min; inhibition, % at 5 µM; hit rate 1.5% among 330,000;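 active = inhibition above about 50% at the single test dose, limit read from the data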;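 note: plate controls were DMSO with enzyme for no effect and no enzyme buffer wells for full effect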
* = called active by the depositor; x = no result given.

Second line of a record: PfGluPho inh, HKDC1 inhibitor, SENP8 block-2, Apaf1 inhib, NLRP3 yeast inh, SENP1 FRET inh, SENP7 inh, SENP8 block-1, SENP6 block
- Cc1cc2n(n1)C(c1ccccc1)CC(c1ccc(Br)cc1)=N2 (stereo not drawn)
    -22.4, 1.3, -158.6, x, x, -27.1, x, x, x
- CC(C)c1nnc(NC(=O)c2cccc(NC(=O)C(F)(F)F)c2)s1
    26.8, 8.3, -7.7, 2.6, 13.4, 2.0, 6.3, -5.9, -10.3
- Cn1ccnc1-c1nnn(-c2ccc(F)cc2)n1
    -0.2, 1.8, -24.3, -3.1, 6.4, 1.3, 7.2, 33.1, 31.9
- CCCc1cc(=O)[nH]c(SCc2nc3ccccc3o2)n1
    -16.1, 5.4, -7.5, 16.3, 17.0, -2.0, -3.6, 5.1, -8.7
- Cc1c(NS(=O)(=O)c2ccccc2)cc(Cl)c(O)c1C
    18.1, 1.4, 22.7, 10.2, -5.9, 1.3, -1.7, 7.1, 5.7
- CCOc1ccccc1OCC(=O)Nc1ccc(N2CCCCC2)cc1
    7.1, -4.6, 15.5, 9.1, 14.1, 0.9, 7.1, 2.6, -12.2
- CC1=NN(C(=O)c2ccc(Br)cc2)C(O)(c2ccccc2)C1 (stereo not drawn)
    -9.7, -7.8, 12.9, 3.0, 18.6, 3.1, 4.2, 0.1, 3.2
- Oc1cccc(O)c1O
    x, x, x, 2.1, 14.7, x, 0.9, 7.1, 16.6
- COc1cc(-c2nnc3sc(Cc4ccc(Cl)cc4)nn23)cc(OC)c1OC
    44.9, -4.1, 13.5, -6.2, 6.1, -1.3, -2.8, 1.0, -7.7
- c1ccc2[nH]c(NCCCN3CCOCC3)nc2c1
    3.3, -7.6, 9.8, 12.9, -4.7, 1.1, -11.9, -12.9, -4.4
- NC(=O)Nc1ccc(C(=O)OCC(=O)N2CCc3ccccc3C2)cc1
    -4.8, -6.2, 5.7, 1.2, 14.6, -1.7, -3.2, -12.5, 5.3
- Cc1ccc(S(=O)(=O)NCC(=O)N(CC(=O)NCC2CCCO2)Cc2ccc(Cl)cc2)cc1 (stereo not drawn)
    3.8, 2.5, 15.9, 11.9, 9.7, 4.4, -5.0, 1.5, 8.9
- N#Cc1cn(N2CCCCC2)c(=O)[nH]c1=O
    -1.4, -3.6, 12.8, -0.8, 16.1, 0.0, 0.5, 2.2, -3.4
- N=c1c(S(=O)(=O)c2ccc(Br)cc2)cc2c(=O)n3ccccc3nc2n1C1CCCC1
    11.1, 3.6, -90.1, 8.8, 9.8, -21.5, -9.9, -11.3, -29.7
- COc1ccc(NC(=O)C2CCC(N3C(=O)C4CCCCC4C3=O)CC2)cc1 (stereo not drawn)
    -3.3, -5.7, 17.2, -1.2, 12.4, 0.1, -3.7, 0.7, -8.5
- CCOC(=O)c1c(C)sc2c1N(C(C)=O)c1cc(Cl)ccc1S2
    0.2, -24.0, 4.4, 28.8, 12.7, 2.1, -9.7, -13.0, -1.4
- COC(=O)c1cc2c(ccn2C)n1C
    9.9, 7.9, -15.1, 17.3, 0.3, 1.1, -3.4, -12.8, -22.0
- CC(=O)c1ccc2c3c(cccc13)C(=O)N(c1c(C)nn(C)c1C)C2=O
    1.3, -0.6, 25.3, 4.0, 11.7, 4.1, -3.5, 6.5, -4.2
- O=C(NCc1ccccc1)C(=O)NCC1COc2ccccc2O1 (stereo not drawn)
    -7.4, -5.8, 7.0, 11.1, 28.8, -2.2, -1.6, -2.5, 0.9
- O=C(NCCO)C(=O)c1c(-c2ccccc2)cc2ccccn12
    -12.3, -2.3, 21.2, 0.6, 1.3, 0.9, -2.5, -10.3, -4.7

3 entries already listed, sorted by heavy-atom count, low to high.
Second line of a record: PfGluPho inh, HKDC1 inhibitor, SENP8 block-2, Apaf1 inhib, NLRP3 yeast inh, SENP1 FRET inh, SENP7 inh, SENP8 block-1, SENP6 block
- Cc1c(NS(=O)(=O)c2ccccc2)cc(Cl)c(O)c1C
    18.1, 1.4, 22.7, 10.2, -5.9, 1.3, -1.7, 7.1, 5.7
- CC(C)c1nnc(NC(=O)c2cccc(NC(=O)C(F)(F)F)c2)s1
    26.8, 8.3, -7.7, 2.6, 13.4, 2.0, 6.3, -5.9, -10.3
- NC(=O)Nc1ccc(C(=O)OCC(=O)N2CCc3ccccc3C2)cc1
    -4.8, -6.2, 5.7, 1.2, 14.6, -1.7, -3.2, -12.5, 5.3

Additional records.
Second line of a record: PfGluPho inh, HKDC1 inhibitor, SENP8 block-2, Apaf1 inhib, NLRP3 yeast inh, SENP1 FRET inh, SENP7 inh, SENP8 block-1, SENP6 block
- COc1cc(/C=C2\C(=N)N3N=C(S(C)(=O)=O)SC3=NC2=O)cc(OC)c1OCCOc1cccc(C)c1
    -21.0, 5.7, -6.0, 13.4, 12.7, -3.0, 3.6, -1.1, 11.0
- O=C(CCC1CC(=O)Nc2ccccc21)NCc1cccnc1 (stereo not drawn)
    -8.5, -3.6, 10.8, 4.5, 2.1, -2.5, -12.1, -14.3, -7.1
- O=S(=O)(Nc1ccccc1Cl)c1ccc(-c2ccccn2)s1
    -4.0, -2.0, 6.9, 0.9, 3.7, 3.5, -2.7, -7.2, -18.4
- Cn1cccc1CC(=O)N/N=C/c1ccco1
    10.7, -3.8, 8.9, -6.0, 15.6, 1.8, 0.0, 4.9, -7.3
- COC(=O)C(Cc1cnc(Cl)s1)(C(=O)OC)c1ccccc1[N+](=O)[O-]
    -1.9, 1.9, 14.1, 0.8, 10.1, 3.1, 5.1, -3.6, 4.3
- O=C(O)c1c[nH]c2cc(C(F)(F)F)ccc2c1=O
    -11.3, -4.2, 23.7, -3.7, -2.6, 0.7, 2.2, -1.6, -6.5
- Cc1cccc(NC(=O)CCCCC(=O)Nc2cccc(C)c2)c1
    -0.2, -7.1, 16.5, -15.9, 10.6, 0.7, 4.1, 2.6, 0.0
- CCN(CC)C(=O)CSc1nc(O)c(Cc2ccccc2)c(=O)n1-c1ccccc1C
    4.6, -0.1, 14.7, -3.7, 4.3, 4.4, -4.4, -7.9, -2.5
- Cc1cn(CC(=O)NCc2ccccn2)c(=O)[nH]c1=O
    1.7, -1.7, 4.6, x, x, 1.7, x, x, x
- CCOC(=O)CSc1cc(=O)n(CC)c2ccccc12
    3.3, 3.0, -16.3, 1.9, 11.0, 2.9, 1.4, -1.3, -11.2
- CCOC(=O)C1=C(C)NC(C)=C(C(=O)OCC)C1c1cn(-c2ccccc2)nc1-c1ccco1
    -13.2, -2.0, -499.8, 10.3, 18.7, -8.1, 14.1, -10.0, -5.8
- Cc1ccc(NC(=S)NNC(=O)Cn2nc([N+](=O)[O-])cc2C)cc1
    -9.8, -10.0, 11.9, -12.9, 7.3, 1.3, 4.0, 2.8, 4.1
- COc1ccc(NC(=O)c2cccc(-n3cnnn3)c2)cc1
    1.8, -7.5, 6.1, 3.4, 7.3, 1.7, 3.2, 2.1, 10.6
- Cc1cc2ccccc2n2c(SCC(=O)N3CCOCC3)nnc12
    -5.3, -2.0, 0.5, -0.4, -5.9, 1.3, 0.5, -6.3, -7.0
- CC/C(=C\c1ccc(N(C)C)cc1)c1ccncc1
    7.3, -2.6, -96.6, x, x, -17.9, x, x, x
- COC(=O)c1cccc(N(CC(=O)NC2CCCC2)C(=O)CNC(=O)c2cccs2)c1
    -2.7, -4.1, 0.2, 1.0, 0.8, 0.4, -0.7, 0.1, -19.9
- N#CCn1c(Cc2ccccc2)nc2ccccc2c1=O
    10.9, -2.1, -21.6, 5.6, 9.2, -10.2, 0.3, -0.8, -14.3
- CCn1c(SCC(=O)N2CCCC2)nc2c(c1=O)SC(C)C2 (stereo not drawn)
    10.4, -6.8, 21.5, 7.6, -0.1, 1.7, 10.4, 0.1, 7.2
- CC(C)OC(=O)Nc1ccc2c(c1)N(C(=O)CCN(C)C)c1ccccc1CC2
    -5.2, -2.3, 23.8, 4.3, 8.1, 1.1, -4.5, 3.6, 1.6
- O=C(Cn1c(CO)nc2ccccc21)Nc1ccc2c(c1)OCCCO2
    10.5, -5.8, 10.4, -3.8, 11.0, 2.7, 3.3, -0.7, 4.4
- CCC1CN(C(=O)NCc2ccc(C)cc2)c2cc(Cl)ccc2O1 (stereo not drawn)
    20.8, 2.5, 4.5, 18.5, 13.2, 2.6, -4.0, -10.3, 1.8
- O=C(Nc1ccc(Cl)cc1F)C1CCCN(C2=NS(=O)(=O)c3ccccc32)C1 (stereo not drawn)
    -11.1, 5.3, 4.6, -3.8, 22.2, 0.3, 12.9, -5.5, -4.9
- CCOC(=O)c1cn(CC(=O)Nc2cccc(Cl)c2)nn1
    -8.2, -5.3, 0.3, -10.0, -4.4, 1.1, -0.1, 4.5, 0.3
- CCOc1ccccc1CN1CCN(C/C=C/c2ccc(OC)cc2)CC1CCO (stereo not drawn)
    -0.5, -0.1, 22.7, 4.3, 11.4, -0.7, 3.3, -2.1, -0.4
- OC1(Cc2ccn[nH]2)CCCCC1
    -6.7, -1.8, x, 0.3, 20.3, x, 9.6, 1.7, -8.0
- CC(=O)c1ccccc1OCC(O)CN1CCN(CCN2C(=O)c3cccc4cccc(c34)C2=O)CC1 (stereo not drawn)
    -18.7, -9.5, -28.7, -6.7, 3.3, 3.4, -6.3, -3.1, 2.8
- Cc1ccc(N2CC(C(=O)NCCS(=O)(=O)N3CCN(c4ccccc4)CC3)CC2=O)cc1 (stereo not drawn)
    0.4, -3.7, 9.2, -10.8, 8.1, 2.3, 3.1, -0.2, -3.4
- FC(F)Oc1ccc(NC(=S)NC23CC4CC(CC(C4)C2)C3)cc1
    7.4, -5.9, 17.3, 30.1, 20.9, 3.2, 2.2, -7.7, -17.2
- CN(C)S(=O)(=O)c1ccc(C(=O)Nc2ccccc2C(=O)O)cc1
    -9.4, 4.5, 24.5, -4.0, 11.7, 1.8, -4.5, -6.9, 10.1
- CC(C)Cn1c(N)c(C(=O)COC(=O)C2CCCCC2)c(=O)n(C)c1=O
    16.9, -3.4, 10.5, 42.7*, 3.9, -14.4, 4.8, -0.1, 10.1
- CCOc1ccccc1NC(=O)CSc1nc2cc(O)ccc2c(=O)n1-c1ccc(OC)c(OC)c1
    3.0, 5.2, -19.8, 25.6, 14.8, -0.3, 4.4, 3.6, 17.6
- CN1CCN(CC(=O)Nc2ccc(Cl)cc2Cl)CC1
    -3.0, -7.6, 5.2, -9.7, 19.9, -1.7, -2.0, -3.8, 0.6
- CN(C)c1cc(NC(=O)CN2CCOCC2)c2ccccc2n1
    -9.9, -2.5, -318.4, -1.1, 13.8, 0.5, 5.6, 5.5, -5.9
- CCn1c(COc2cc(C)cc(C)c2)nnc1SCC(=O)N1CCN(c2ccccc2)CC1
    -7.5, 4.3, 14.9, 4.5, 4.4, 1.1, -9.6, -13.1, -3.0
- COc1ccc(-c2nc(-c3cccc([N+](=O)[O-])c3O)cc(=O)o2)cc1OC
    27.3, -10.5, 3.4, 0.0, 7.4, 1.5, 0.9, -0.6, 4.6
- O=C(/C=C/c1cccc(F)c1)NC1CCN(Cc2ccccc2)CC1
    28.8, -2.9, 4.9, 8.4, 30.3, 1.5, 2.6, 2.1, -13.9
- COc1cc(C)ccc1OCCOCCOc1ccccc1Br
    16.4, 0.2, 16.9, 16.2, 21.6, 2.4, -1.5, 4.2, -4.0
